# Screening data deposited in PubChem by Sanford-Burnham Center for Chemical Genomics.
# CCR6 antagonist – blocks CCL20-driven beta-arrestin recruitment at human CCR6. CHO-K1 CCR6 PathHunter beta-arrestin, luminescence, CCL20-stimulated. inhibition, % at 20 µM. AID 493098. P51684. 340,000 compounds, 0.49% hits;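 active = compounds whose inhibition of the agonist-driven luminescence signal at 20 µM reaches about 50%, limit read from the data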;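 note: cells stimulated with CCL20 at 14 nM final; plate controls were DMSO with CCL20 for no effect and DMSO without agonist for full effect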
# Jurkat NFkB inh – inhibitors of the PMA/ionomycin-induced NF-kB reporter in Jurkat cells | PMA/ionomycin-induced NF-kB luciferase reporter, luminescence | inhibition, % at 4 µM | 330,000 compounds, 0.53% hits | AID 435003
# Gli-Sufu block – antagonists of Gli-Sufu signaling | 340,000 compounds, 0.74% hits | AID 588413 | Sufu-KO-LIGHT fibroblasts, Gli luciferase reporter luminescence | inhibition, % at 5 µM;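 active = inhibition above about 55%, limit read from the data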;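 note: 0% = DMSO-treated cells and 100% = wells with medium but no cells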
# SENP8 inh – inhibitors of human SENP8 protease; AID 2540; inhibition, % at 10 µM; 330,000 compounds, 1.2% hits; Q96LD8; purified SENP8, Z-RLRGG-aminoluciferin cleavage, luminescence
# Apaf-1 inh – inhibitors of human Apaf-1 apoptosome; O14727; reconstituted apoptosome caspase-3 activity, DEVD-Rh110 fluorescence; AID 489030; inhibition, % at 20 µM; 330,000 compounds, 0.71% hits; active = inhibition of at least 40% at 20 µM;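 note: plate controls were DMSO wells for no effect and DEVD-CHO caspase inhibitor wells for full effect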
# Target sequence (O14727 whole entry, looked up): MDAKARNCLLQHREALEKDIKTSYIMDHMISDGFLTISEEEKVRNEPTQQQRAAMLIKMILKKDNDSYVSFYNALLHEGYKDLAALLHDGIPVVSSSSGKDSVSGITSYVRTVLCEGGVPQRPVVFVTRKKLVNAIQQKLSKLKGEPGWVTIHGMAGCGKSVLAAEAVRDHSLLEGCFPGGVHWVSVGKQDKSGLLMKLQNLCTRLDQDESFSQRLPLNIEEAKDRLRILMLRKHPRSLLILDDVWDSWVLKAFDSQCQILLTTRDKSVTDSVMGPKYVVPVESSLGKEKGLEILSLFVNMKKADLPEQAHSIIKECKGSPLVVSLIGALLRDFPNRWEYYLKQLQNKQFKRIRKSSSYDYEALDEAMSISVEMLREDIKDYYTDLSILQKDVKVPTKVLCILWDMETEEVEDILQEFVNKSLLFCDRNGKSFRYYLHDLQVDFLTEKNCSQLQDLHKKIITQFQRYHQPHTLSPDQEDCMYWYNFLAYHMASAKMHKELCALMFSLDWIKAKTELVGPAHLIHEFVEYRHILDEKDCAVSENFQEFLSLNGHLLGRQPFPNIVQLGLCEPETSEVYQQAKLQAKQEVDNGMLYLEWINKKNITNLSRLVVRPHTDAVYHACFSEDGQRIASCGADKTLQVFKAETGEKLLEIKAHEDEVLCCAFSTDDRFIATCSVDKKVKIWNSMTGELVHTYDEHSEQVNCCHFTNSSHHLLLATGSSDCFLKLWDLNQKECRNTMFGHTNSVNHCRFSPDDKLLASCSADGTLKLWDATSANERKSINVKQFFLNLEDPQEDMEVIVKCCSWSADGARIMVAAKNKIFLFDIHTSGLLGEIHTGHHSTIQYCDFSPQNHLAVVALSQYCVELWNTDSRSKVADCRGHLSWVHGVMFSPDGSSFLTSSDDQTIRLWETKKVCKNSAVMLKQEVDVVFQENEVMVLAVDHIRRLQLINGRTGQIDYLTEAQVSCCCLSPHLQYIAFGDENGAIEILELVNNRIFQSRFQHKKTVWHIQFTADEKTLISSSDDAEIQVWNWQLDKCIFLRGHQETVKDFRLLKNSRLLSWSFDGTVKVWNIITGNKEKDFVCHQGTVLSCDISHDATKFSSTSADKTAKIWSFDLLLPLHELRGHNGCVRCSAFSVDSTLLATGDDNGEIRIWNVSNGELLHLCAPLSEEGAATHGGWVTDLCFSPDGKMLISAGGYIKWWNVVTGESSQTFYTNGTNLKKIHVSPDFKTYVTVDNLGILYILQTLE
#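 System: reconstituted apoptosome with Apaf-1, cytochrome c, caspase-9, procaspase-3, dATP; Signal: Rh110 fluorescence intensity; Schedule: 30 min compound preincubation, 50 min activation, room temperature; Reagent: cytochrome c trigger plus (Z-DEVD)2-Rh110 caspase-3 substrate.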
# UBC13 inh – inhibitors of human UBC13 polyubiquitin chain formation; 330,000 compounds, 0.47% hits; TR-FRET; P61088; AID 485273; inhibition, % at 20 µM; in the data active = inhibition above about 45%, passing the limit was not always enough
# 697 NFkB inh – lowers PMA/ionomycin-induced NF-kB signal in 697 B cells | inhibition, % at 4 µM | 330,000 compounds, 0.33% hits | 697 B-cell NF-kB luciferase reporter, 16 h; in the data active = inhibition above about 35%
# EBI2 block – antagonists of human EBI2 receptor; P32249; EBI2 beta-arrestin recruitment, luminescence, 7a,25-OHC stimulated; inhibition, % at 5 µM; 360,000 compounds, 0.81% hits; AID 651636; in the data active = inhibition above about 38%;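 note: enzyme fragment complementation signal reports receptor beta-arrestin coupling in cells; 0% = agonist plus DMSO wells and 100% = wells without agonist; some results beyond the cut were filed as inactive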
# * marks the source's active call; other numbers are inactive results; / = no result given. Cut-off read from the data, not from the text of the source, unless noted: active = inhibition above about 50%; inactive = the rest.
SMILES,CCR6 antagonist,Jurkat NFkB inh,Gli-Sufu block,SENP8 inh,Apaf-1 inh,UBC13 inh,697 NFkB inh,EBI2 block
COc1ccc(-n2nc3cc(C)c(NC(=O)c4cccnc4)cc3n2)cc1,11,-48,17,-4,-6,9,-55,6
CN(Cc1ccccc1)C(=O)c1ccc(NC(=O)C2CCCN(C(=O)OC(C)(C)C)C2)cc1 (stereo unspecified),17,18,25,-9,21,4,-4,-7
O=C(Cc1cccs1)NCCCc1ccccc1,12,0,15,-2,-16,-5,-2,6
COc1ccc(/C=C/C(=O)Nc2c(C)nn(C)c2C)cc1COc1ccc(Br)cc1,23,5,9,-4,30,31,10,15
O=C(O)c1ccccc1Sc1c([N+](=O)[O-])cc(C(F)(F)F)cc1[N+](=O)[O-],-26,8,-3,3,-3,-5,10,-16
CC(=O)N1N=C(c2ccc(Br)cc2)CC1c1cn(C)c2ccccc12 (stereo unspecified),-15,-3,4,-3,14,5,25,14
O=C(CSc1nnc(CNC(=O)C23CC4CC(CC(C4)C2)C3)n1-c1ccc(F)cc1)Nc1ccc(F)cc1,-10,3,4,-6,13,11,5,16
COc1cccc(/C=N/NC(=O)CN2CC(c3ccccc3)CC2=O)c1O (stereo unspecified),-6,16,-9,3,-11,3,-1,-7
Cc1c(Cl)cccc1NC(=O)c1ccc(-n2ccnc2)nc1,4,-6,5,-7,14,-6,-27,-4
CCOC(=O)c1c(-c2cccs2)csc1N,3,11,3,3,7,6,12,-7
OC(CNCCc1ccc(C(F)(F)F)cc1)COc1cccc2ccccc12 (stereo unspecified),-13,-2,17,-12,8,32,19,9
CCOC(=O)C1CCCN(C(=O)CCNS(=O)(=O)c2ccc3c(c2)CCC(=O)N3)C1 (stereo unspecified),2,-8,4,-3,7,-10,5,-4
CCOC(=O)C1=C(COC(=O)/C=C/c2ccc(OC)cc2OC)NC(=O)NC1C (stereo unspecified),-13,3,-3,5,16,7,16,-15
CCCN(C(=O)COC(=O)Cn1c(=O)oc2ccccc21)c1c(N)n(Cc2ccccc2)c(=O)[nH]c1=O,1,14,-5,7,-3,-1,14,-5
COC(=O)c1cccc(-n2nnnc2SCC(=O)Nc2cc(C)on2)c1,2,0,1,-7,9,1,18,-5
Cc1cc(C)n(CC(=O)N2CCCC(C(=O)c3cccc(OC(C)C)c3)C2)n1 (stereo unspecified),12,-26,15,-9,6,1,1,-8
O=[N+]([O-])c1ccc(N2CCN(c3ccccc3F)CC2)c(S(=O)(=O)N2CCOCC2)c1,-2,-1,27,-12,-4,4,-21,13
CC1CCCC(NC(=O)COC(=O)COc2ccc(Br)cc2)C1C (stereo unspecified),-7,7,0,1,2,10,15,-6
O=C(NC1CCCC1)c1ccc(CS(=O)(=O)c2ccc(Cl)cc2)o1,9,-13,5,-6,1,8,12,11
CCOc1cc(NC(=S)NCC2CCCO2)c(OCC)cc1NC(=O)c1cccc(F)c1 (stereo unspecified),17,-1,6,7,-10,-3,-18,24

# A second format for 4 compounds above:
# Values in the order – CCR6 antagonist | Jurkat NFkB inh | Gli-Sufu block | SENP8 inh | Apaf-1 inh | UBC13 inh | 697 NFkB inh | EBI2 block
O=[N+]([O-])c1ccc(N2CCN(c3ccccc3F)CC2)c(S(=O)(=O)N2CCOCC2)c1
  -2 | -1 | 27 | -12 | -4 | 4 | -21 | 13
CC1CCCC(NC(=O)COC(=O)COc2ccc(Br)cc2)C1C (stereo unspecified)
  -7 | 7 | 0 | 1 | 2 | 10 | 15 | -6
O=C(NC1CCCC1)c1ccc(CS(=O)(=O)c2ccc(Cl)cc2)o1
  9 | -13 | 5 | -6 | 1 | 8 | 12 | 11
CCOc1cc(NC(=S)NCC2CCCO2)c(OCC)cc1NC(=O)c1cccc(F)c1 (stereo unspecified)
  17 | -1 | 6 | 7 | -10 | -3 | -18 | 24

# 3 entries out of the list above, arranged by the number in EBI2 block, rising:
SMILES	EBI2 block
CN(Cc1ccccc1)C(=O)c1ccc(NC(=O)C2CCCN(C(=O)OC(C)(C)C)C2)cc1 (stereo unspecified)	-7
CCCN(C(=O)COC(=O)Cn1c(=O)oc2ccccc21)c1c(N)n(Cc2ccccc2)c(=O)[nH]c1=O	-5
CC(=O)N1N=C(c2ccc(Br)cc2)CC1c1cn(C)c2ccccc12 (stereo unspecified)	14

# Entries listed so far that have a thiophene ring, fused or not:
SMILES,CCR6 antagonist,Jurkat NFkB inh,Gli-Sufu block,SENP8 inh,Apaf-1 inh,UBC13 inh,697 NFkB inh,EBI2 block
O=C(Cc1cccs1)NCCCc1ccccc1,12,0,15,-2,-16,-5,-2,6
CCOC(=O)c1c(-c2cccs2)csc1N,3,11,3,3,7,6,12,-7

# Entries of single compounds as entered above:
# Record of CCCN(C(=O)COC(=O)Cn1c(=O)oc2ccccc21)c1c(N)n(Cc2ccccc2)c(=O)[nH]c1=O → CCR6 antagonist = 1; Jurkat NFkB inh = 14; Gli-Sufu block = -5; SENP8 inh = 7; Apaf-1 inh = -3; UBC13 inh = -1; 697 NFkB inh = 14; EBI2 block = -5
# Record of CCOC(=O)C1CCCN(C(=O)CCNS(=O)(=O)c2ccc3c(c2)CCC(=O)N3)C1 (stereo unspecified) → CCR6 antagonist = 2; Jurkat NFkB inh = -8; Gli-Sufu block = 4; SENP8 inh = -3; Apaf-1 inh = 7; UBC13 inh = -10; 697 NFkB inh = 5; EBI2 block = -4
# Record of COc1ccc(-n2nc3cc(C)c(NC(=O)c4cccnc4)cc3n2)cc1 → CCR6 antagonist = 11; Jurkat NFkB inh = -48; Gli-Sufu block = 17; SENP8 inh = -4; Apaf-1 inh = -6; UBC13 inh = 9; 697 NFkB inh = -55; EBI2 block = 6

# Later entries:
SMILES,CCR6 antagonist,Jurkat NFkB inh,Gli-Sufu block,SENP8 inh,Apaf-1 inh,UBC13 inh,697 NFkB inh,EBI2 block
CCOC(=O)[C@H]1[C@H]2COc3ccccc3[C@@H]2N2C(=O)c3cc(Br)ccc3NC(=O)[C@@]12C,11,-3,-13,-9,19,9,10,-4
CC(=O)N(C)c1ccc(NC(=O)CCN2C(=O)c3ccccc3C2=O)cc1,-11,1,-4,-1,-19,-3,11,-11
CCOC(=O)C1=C(COC(=O)CNC(=O)c2ccc(C(C)(C)C)cc2)NC(=O)NC1C (stereo unspecified),9,8,-12,-13,18,-3,-8,-7
COc1cccc(/C=C/C(=O)N2CCN(c3ccccn3)CC2)c1,8,2,-2,-11,10,-1,-7,75*
Cc1ccc(CNC(=O)c2cccc3c2C(=O)c2ccc(N4CCC(C)CC4)cc2S3(=O)=O)cc1,7,0,-3,0,6,-36,-31,-1
C[C@]12CCC3c4ccc(O)cc4CCC3C1CC/C2=N\N (stereo partly specified),-2,10,-6,-7,3,-11,-6,-13
CN(C)CCNS(=O)(=O)c1ccc(N2CCc3ccccc32)c([N+](=O)[O-])c1,22,9,35,-1,12,-99,-18,-3
Cc1ccc(-c2nnc(SCC(=O)N/N=C/c3cccs3)n2-c2ccc(C)cc2)cc1,-23,15,3,1,29,2,22,20
Cc1noc(C)c1C(c1ccccc1)S(=O)(=O)c1ccccc1 (stereo unspecified),4,10,-2,-5,-4,8,4,7
CC1(C)C2CC[C@]1(C)C(=O)N(CCCCN1CCN(c3ccccn3)CC1)C2=O,-8,-5,12,-6,6,-1,-21,0
Cc1cc(/C=C2\NC(=O)NC2=O)c(C)n1-c1ccc(N2CCOCC2)cc1,0,0,-9,6,-14,-9,1,-1
Cc1ccccc1C(=O)NNC(=O)CN1C(=O)c2ccccc2C1=O,4,-1,-3,3,-14,8,9,-3
N#Cc1c2n(c3c(=O)n(Cc4ccc(Cl)cc4)cnc13)CCCC2,0,7,0,-2,12,7,7,-2
Cc1ccc(NC(NC(=O)OCCn2c([N+](=O)[O-])cnc2C)C(Cl)(Cl)Cl)cc1 (stereo unspecified),/,-9,/,2,-7,5,-14,/
COc1ccccc1NS(=O)(=O)c1ccc2oc(N)nc2c1,-1,12,-10,-2,11,-2,8,-5
COc1ccccc1Nc1nc(N)nc(-c2oc3ccccc3c2C)n1,-13,-2,-9,-6,-8,21,-35,12
O=S(=O)(Nc1ccc(N2CCCCC2)cc1)c1cccc2cccnc12,9,19,-1,8,4,1,23,-6
Cc1cccc(OCC(=O)Nc2ccccc2N2CCCCC2)c1,27,-5,9,3,16,-4,11,53*
CCC(=O)N1CCN=C1SCc1cccc(C(F)(F)F)c1,20,2,8,-13,-15,-7,-3,3
CCOC(=O)N1CCC(N(CCOC)C(=O)Nc2ccc(Cl)c(Cl)c2)CC1,17,-2,10,-11,14,4,11,1
COc1ccc(OC)c(NC(=O)NC2(C(F)(F)F)Oc3ccccc3O2)c1,-4,-4,28,-2,-1,-7,-16,-5
COc1ccc(S(=O)(=O)N2CC3CCCN3c3ccc(C(F)(F)F)cc32)cc1 (stereo unspecified),-5,22,17,2,17,1,-11,-4
CC(C)CNC(=O)c1cccc(NC(=O)C(C)C)c1,-7,8,-6,0,-7,4,12,-2
Cc1ccc(C(C)(O)CS(=O)(=O)Cc2ccccc2)cc1 (stereo unspecified),2,-2,-14,4,6,2,0,-11
O=C(COC(=O)c1ccco1)NCC1CCCO1 (stereo unspecified),17,1,-3,-1,-1,3,10,-10
O=C(O)c1ccccc1-c1ccc(/C=C2\SC(=O)N(c3ccccc3)C2=O)o1,24,-5,-10,-15,22,-21,-117,-6
Cc1nc(NC(=O)c2ccc(F)cc2)sc1C(=O)Nc1ccc2c(c1)CCC2,8,2,-7,-13,-2,8,-44,-1
O=C(c1cccc(C(F)(F)F)c1)N1CCOC12CCN(c1ncc(C(F)(F)F)cc1Cl)CC2,5,10,-5,-11,11,-7,13,31
CN1CCN(c2ccccc2NC(=O)c2ccc(N3CCOCC3)c([N+](=O)[O-])c2)CC1,7,8,12,0,9,-7,0,1
COc1cccc(C2CC(=O)Nc3cc4c(cc32)OCCO4)c1OC(C)C (stereo unspecified),20,14,2,-3,15,-4,-6,5
C[C@@H]1CN([C@@H](C)CO)C(=O)Cc2cc(NC(=O)Nc3ccc(C(F)(F)F)cc3)ccc2O[C@@H]1CN(C)S(=O)(=O)c1ccc(Cl)cc1,-7,-4,-1,5,9,-8,19,17
COc1ccc(COc2cc(-c3cccc(OC)c3)nc3ccc(N)cc23)cc1,18,52*,33,2,10,15,-119,-6
CSc1ccccc1C(=O)N(CC1CCCO1)c1c(N)n(Cc2ccccc2)c(=O)[nH]c1=O (stereo unspecified),10,0,-17,4,-1,-2,5,-10
O=C(Nc1cccc(O)c1)c1cc(-c2ccc3c(c2)OCO3)on1,11,-28,-152,90*,0,6,-100,-3
CCC(=O)N1CCc2cc(Br)cc(S(=O)(=O)NC3CCN(Cc4ccccc4)CC3)c21,2,-6,2,0,17,3,-13,11
CC(C)CC(COCc1cccc(C(F)(F)F)c1)N1CCN(C(=O)c2cccc(C(F)(F)F)c2)CCC1=O (stereo unspecified),13,16,6,0,32,18,5,2
COc1ccc(COc2ncnc3ccc(Br)cc23)cc1F,-6,-13,-14,7,11,16,-11,14
O=C(NCc1ccco1)c1cnc2sccn2c1=O,-5,4,-4,2,0,-11,15,-9
O=C(Nc1nc2ccccc2n1CCN1CCOCC1)c1ccc(Cl)cc1,37,1,-6,5,2,16,-23,6
CCOC(=O)C(C)n1nc(/C=C/c2ccccc2)ccc1=O (stereo unspecified),-10,4,4,-10,8,13,-11,9
COc1cc(C=C2C(=O)c3ccccc3C2=O)ccc1O,26,-2,4,93*,0,-211,24,5
OCCCc1nc2ccccc2n1CCc1ccccc1,0,-6,-2,-5,-4,-3,-16,-17

# A portion of the library (hit frequency here may not be typical).
